Nrf2 inh – Nrf2 pathway inhibition. actives 2.1% (n = 360,000). Potency, µM (titrated, usually from 46 µM), for the others: at the highest dose activity change, negative = inhibition, usual class: inhibitors. A549 ARE-Fluc reporter, luciferase luminescence, 18-24 h; note: potency is the fitted concentration of half-maximal effect; % is set by controls: 0 for no effect and ±100 for the full control effect; nearly all actives have a fitted effect of over 60% in size
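Concentration-response testing used A549 ARE_Fluc cells at 5000 cells/well. Following an 18-24 h compound incubation, viability was read by fluorescence (Ex 405/Em 525) and luciferase output by luminescence.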
ATXN2 expr inh – ATXN2 expression inhibition | actives 0.72% (n = 360,000) | HEK-293 ATXN2-luciferase reporter, luminescence, 24 h | AID 1745845 | Potency, µM (series often up to 57 µM), inactives show at the highest dose activity change, negative = inhibition, actives largely listed as inhibitors; note: potency is the fitted concentration of half-maximal effect; % is set by controls: 0 for no effect and ±100 for the full control effect; nearly all actives have a fitted effect of over 55% in size
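qHTS (up to 57 uM final) was run with 24 h compound exposure of reporter cells at 37 °C. Each well was multiplexed: SteadyGlo luminescence measured ATXN2-luciferase expression after a fluorogenic Gly-Phe-AFC viability readout (25 uM final).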
S2 tox – reduces viability in counter-screen for ATXN expression inhibitors. Potency, µM (highest dose often 56.7 µM), hits mostly cytotoxic. S2 cells (HEK-293 line with an ATXN2-luciferase reporter) viability, CellTiter-Fluor protease fluorescence, 24 h. actives 0.49% (n = 400,000); note: potency is the fitted concentration of half-maximal effect; nearly all actives have a fitted effect of over 40% in size
Nrf2 ARE act – activators of Nrf2 (ARE) signaling. Potency, µM (highest dose often 46.1 µM), without a hit: at the highest dose activation, actives largely listed as activators. actives 0.31% (n = 410,000). AREc32 ARE-luciferase reporter (MCF7-derived line), luminescence, 24 h; note: potency is the fitted concentration of half-maximal effect; % of control where 0% means no effect; nearly all actives have a fitted effect of over 65% in size
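For detection, Steady-Glo was added and plates sat 30 min at RT; before that, AREc32_Fluc cells grown overnight in OPTI-MEM/5% FBS had been treated with 23 nL compound for 24 hr at 37 deg C.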
HepG2 tox – HepG2 cytotoxicity, counter-screen for TGF-b inhibitors; HepG2 CAGA-GFP viability, ATP luminescence, 18 h; Potency, µM (series often up to 46.1 µM), inactives show at the highest dose activity change, negative = cytotoxicity, actives largely listed as cytotoxic; actives 0.76% (n = 410,000); note: potency is the fitted concentration of half-maximal effect; some results filed as inactive show a strong effect at the top dose
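HepG2 CAGA-GFP cells (1000/well, DMEM with 1% FBS) received compound, then TGF-beta at 500 pg/mL final, and were incubated 18 hours at 37 degrees C. Viability was read by CellTiter-Glo luminescence. Media-only wells were set as complete cell-killing and DMSO as no toxicity.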
A549 viability – A549 cytotoxicity, counter-screen for Nrf2 inhibitors; A549 ARE-Fluc cells, CellTiter-Fluor viability, 18-24 h; Potency, µM (highest dose often 46 µM), for the others: at the highest dose activity change, negative = cytotoxicity, usual class: inhibitors; actives 0.16% (n = 390,000); AID 504648; note: potency is the fitted concentration of half-maximal effect; % is set by controls: 0 for no effect and ±100 for the full control effect
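Cytotoxicity counterscreen: CellTiter-Fluor fluorescence was measured in A549 ARE_Fluc cells after 18-24 h of compound exposure in a concentration series. The subsequent BugLite luminescent read reports ARE-luciferase activity.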
EPAC2 ag – EPAC2 (human) agonism. Q8WZA2. EPAC2 activation, biochemical qHTS; response scale: 100% = 6.5 mM cAMP response. Potency, µM (highest dose often 154 µM), for the others: at the highest dose activation, most hits filed as activators. actives 0.079% (n = 360,000); note: potency is the fitted concentration of half-maximal effect; nearly all actives have a fitted effect of over 50% in size
Target sequence (Q8WZA2 whole entry, looked up): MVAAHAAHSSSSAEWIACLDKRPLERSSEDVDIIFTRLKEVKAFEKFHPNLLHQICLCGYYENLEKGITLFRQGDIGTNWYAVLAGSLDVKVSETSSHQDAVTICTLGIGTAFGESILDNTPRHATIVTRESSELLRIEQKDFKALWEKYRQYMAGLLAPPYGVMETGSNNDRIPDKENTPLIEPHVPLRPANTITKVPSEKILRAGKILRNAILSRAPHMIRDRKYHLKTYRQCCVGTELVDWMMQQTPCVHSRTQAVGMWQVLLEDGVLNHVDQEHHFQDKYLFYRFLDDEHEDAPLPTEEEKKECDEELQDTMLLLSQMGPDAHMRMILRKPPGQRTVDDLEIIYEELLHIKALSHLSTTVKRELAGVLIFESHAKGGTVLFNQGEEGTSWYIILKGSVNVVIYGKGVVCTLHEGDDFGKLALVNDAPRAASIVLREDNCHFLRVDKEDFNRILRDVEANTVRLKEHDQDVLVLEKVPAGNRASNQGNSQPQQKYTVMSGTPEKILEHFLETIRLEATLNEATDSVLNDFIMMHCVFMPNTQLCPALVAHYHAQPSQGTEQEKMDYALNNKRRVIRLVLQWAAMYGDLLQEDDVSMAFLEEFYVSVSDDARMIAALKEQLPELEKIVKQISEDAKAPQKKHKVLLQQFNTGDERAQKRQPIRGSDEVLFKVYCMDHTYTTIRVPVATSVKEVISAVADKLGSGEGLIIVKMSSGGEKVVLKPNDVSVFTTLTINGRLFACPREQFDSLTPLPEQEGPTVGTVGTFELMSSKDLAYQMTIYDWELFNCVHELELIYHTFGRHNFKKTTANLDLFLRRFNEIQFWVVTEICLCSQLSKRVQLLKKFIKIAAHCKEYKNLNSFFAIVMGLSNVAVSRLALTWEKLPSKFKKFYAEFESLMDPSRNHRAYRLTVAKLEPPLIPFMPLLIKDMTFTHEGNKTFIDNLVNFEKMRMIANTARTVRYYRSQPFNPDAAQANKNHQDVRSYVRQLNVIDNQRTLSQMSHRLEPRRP
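Guanine nucleotide exchange by EPAC2 is measured as reduced fluorescence of BODIPY-GDP once it is released from 250 nM Rap1B. Plates are read kinetically for 30 min at room temperature; results are scaled to 6.5 mM cAMP.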
IL2 activator – IL-2 activation; IL-2 activation reporter assay, cell-based qHTS; stimulated with anti-CD3/CD4/CD28 beads; in transgenic mouse T cells; activation, % (series mostly up to about 46 µM); actives 0.065% (n = 360,000); in the data active = activation above about 50%; inconclusive = mostly about 30% to 49%; note: 0% is about no effect
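Unstimulated transgenic mouse T cells preincubated 60 min with compound, then stimulated with anti-CD3/anti-CD4-coated beads plus anti-CD28 for 18 h at 37 degrees C. IL-2 response read as EGFP and DsRed fluorescence by plate cytometry.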
TGFb SMAD3 inh – inhibitors of TGF-b signaling. HepG2 CAGA-GFP TGF-b/SMAD3 reporter, GFP fluorescence, 18 h; TGF-beta stimulated, 500 pg/mL final. Potency, µM (top dose mostly 46.1 µM), inactives show at the top dose activity, negative = inhibition, usual class: inhibitors. actives 1.2% (n = 410,000); note: potency is the fitted concentration of half-maximal effect; % is set by controls: 0 for no effect and ±100 for the full control effect; nearly all actives have a fitted effect of over 65% in size
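Inhibition was scored as loss of TGF-beta-induced (500 pg/mL final, 18 hours, 37 degrees C) GFP in HEPG2 cells carrying a CAGA-GFP reporter, in DMEM with 1% FBS. Well GFP was summed per cell; Activity was normalised to unstimulated and stimulated DMSO wells, then concentration-response fitting.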
The depositor's hits bear a star; i = inactive; ? = inconclusive; / = not tested or not shown; [ ] = remark or other dose. Unless noted, calls come from the whole dose curve; as a rule, active = well fitted curve in the direction sought with a large enough effect; inconclusive = small, poorly fitted or top-dose-only effect, or another doubt; inactive = no such curve, though single readings can be large; an effect the other way counts as inactive or inconclusive.

entry	structure	ATXN2 expr inh	TGFb SMAD3 inh	HepG2 tox	EPAC2 ag	IL2 activator	A549 viability	S2 tox	Nrf2 inh	Nrf2 ARE act
1	CCCCC(=O)NC(c1ccccc1Cl)c1c(O)ccc2ccccc12 (stereo not given)	-7.9%	?	-13.7%	-6.1%	-3.9	-11.0%	i	?	3.5%
2	C/C(=N\Nc1nc(C(C)(C)C)cs1)c1ccc(O)cc1	/	-22.7%	-5.5%	8.1%	0.1	10.4%	?	?	9.9%
3	CC(NC(=O)C1CCN(C(=O)N2CCOc3ccccc32)CC1)c1ccccc1 (stereo not given)	/	1.9%	-3.0%	/	/	0.9%	/	15.8%	-0.7%
4	O=C(NC1CCCC1)C1CCCN(S(=O)(=O)c2cccc3cccnc23)C1 (stereo not given)	3.4%	-1.1%	-5.1%	10.0%	1.3	6.3%	i	-26.7%	-1.1%
5	O=C(NCCc1ccc(Cl)cc1Cl)c1cccnc1	-18.0%	-4.8%	-1.1%	-7.5%	-4.1	-0.2%	?	-10.0%	-0.1%
6	N#Cc1ccc(-n2nnc3ccccc3c2=O)c([N+](=O)[O-])c1	0.6%	10.3%	4.2%	-5.0%	-0.1	0.3%	i	-10.6%	0.5%
7	O=C(CSc1nc(-c2ccco2)cc(C(F)(F)F)n1)NC1CCCC1	-6.1%	-0.1%	3.9%	12.4%	-2.7	-0.7%	i	?	-1.2%
8	O=C(O)CC(NC(=O)Cc1ccccc1)c1cc([N+](=O)[O-])ccc1Cl (stereo not given)	3.4%	-3.4%	7.5%	9.9%	0.8	1.9%	i	9.5%	0.1%
9	CNC(=O)C1CCN(S(=O)(=O)c2c(C)noc2/C=C/c2cccc(C)c2)CC1	-17.1%	9.0%	2.1%	-5.9%	-2.1	-7.4%	?	-11.4%	0.5%
10	CS(=O)(=O)N1CCC(Oc2ccccc2C(=O)N2CCNC(=O)C2)CC1	12.3%	5.9%	1.2%	4.2%	-1.8	-4.4%	?	3.5%	0.7%
11	CC1CCN(S(=O)(=O)c2nnc(NC(=O)c3cccc(F)c3)s2)CC1	/	-24.1%	-17.2%	/	/	9.9%	/	?	0.3%
12	CCCCCCOC(=O)C1=C(C)NC(=O)NC1c1ccc(O)cc1 (stereo not given)	0.5%	?	-0.7%	-1.9%	0.1	-0.1%	i	/	2.9%
13	O=C(OCC(=O)N1CCCCC1)c1cc2ccccc2cc1O	36.2%	8.7%	-1.2%	-1.1%	-1.7	-5.6%	i	/	1.8%
14	Cc1ccc(Cn2c(=O)c3c(nc4n3CCN4Cc3ccco3)n(C)c2=O)cc1	-4.4%	-3.1%	-18.9%	9.3%	-1.7	15.0%	i	?	14.5%
15	COc1cc(Cl)c(CN2CCCC(CO)(Cc3ccccc3F)C2)cc1OC (stereo not given)	-21.6%	-19.6%	-10.1%	5.7%	-1.3	-13.8%	i	-19.2%	0.4%
16	Cn1c(=O)n(C)c2cc(S(=O)(=O)NCCc3ccccc3)ccc21	1.5%	-5.0%	-17.1%	6.0%	-0.7	-8.9%	i	?	3.2%
17	CCOc1cc(CNc2ccccc2)cc(Br)c1OCc1ccc(F)cc1	-1.3%	-6.3%	-1.2%	-1.6%	-1.8	-13.0%	i	-13.7%	0.0%
18	CC(C)CC(OC(=O)c1ccc(Cl)nc1)C(=O)NC1CCCC1 (stereo not given)	-18.8%	-4.2%	-3.2%	0.6%	4.9	-1.5%	i	4.6%	-0.4%
19	O=C(CSc1ccc([N+](=O)[O-])cc1)Nc1cccc(S(=O)(=O)N2CCOCC2)c1	-1.8%	-29.9%	10.8%	10.2%	-6.3	3.0%	?	-20.2%	2.6%
20	Cc1cc(C(=O)OCn2nnc3ccccc3c2=O)c(C)o1	-8.5%	1.0%	-3.6%	0.6%	0.7	-1.5%	i	?	0.1%
21	CCCCCn1nc(C)c(/C=N/NC(=O)c2ccoc2C)c1C	16.2%	?	-0.6%	-2.7%	-1.7	0.4%	i	?	0.3%
22	N#CC1(c2ccccc2)CCCN1C(=O)c1ccccc1Br (stereo not given)	-5.0%	?	-27.4%	-0.2%	0.7	5.3%	i	/	0.1%
23	COc1ccccc1NC(=O)CS(=O)(=O)c1cn(CC(=O)N(C(C)C)C(C)C)c2ccccc12	-1.1%	-18.2%	-16.3%	-19.2%	1.7	-6.1%	i	?	3.1%
24	CCOC(=O)c1ccccc1NC(=O)C1CC(=O)N(C2CCCCC2)C1 (stereo not given)	5.2%	2.5%	-0.1%	-2.2%	-2.5	1.2%	i	-10.6%	-0.3%
25	S=c1[nH]nc(Cc2cccc3ccccc23)n1-c1ccccc1	17.3%	2.0%	-28.8%	-4.8%	-0.1	1.8%	i	7.3%	-0.3%

Retrieved by structure from the list above:
entry	structure	ATXN2 expr inh	TGFb SMAD3 inh	HepG2 tox	EPAC2 ag	IL2 activator	A549 viability	S2 tox	Nrf2 inh	Nrf2 ARE act
25	S=c1[nH]nc(Cc2cccc3ccccc23)n1-c1ccccc1	17.3%	2.0%	-28.8%	-4.8%	-0.1	1.8%	i	7.3%	-0.3%
12	CCCCCCOC(=O)C1=C(C)NC(=O)NC1c1ccc(O)cc1 (stereo not given)	0.5%	?	-0.7%	-1.9%	0.1	-0.1%	i	/	2.9%
22	N#CC1(c2ccccc2)CCCN1C(=O)c1ccccc1Br (stereo not given)	-5.0%	?	-27.4%	-0.2%	0.7	5.3%	i	/	0.1%
13	O=C(OCC(=O)N1CCCCC1)c1cc2ccccc2cc1O	36.2%	8.7%	-1.2%	-1.1%	-1.7	-5.6%	i	/	1.8%
4	O=C(NC1CCCC1)C1CCCN(S(=O)(=O)c2cccc3cccnc23)C1 (stereo not given)	3.4%	-1.1%	-5.1%	10.0%	1.3	6.3%	i	-26.7%	-1.1%

The results go on:
entry	structure	ATXN2 expr inh	TGFb SMAD3 inh	HepG2 tox	EPAC2 ag	IL2 activator	A549 viability	S2 tox	Nrf2 inh	Nrf2 ARE act
26	Cc1nc2cc(NCc3cccs3)ccc2n1C	11.0%	-0.4%	0.5%	-2.9%	0.1	-9.6%	i	?	-0.8%
27	Cc1nn(-c2ccccc2)c(NC(=O)c2cccs2)c(-c2ccc(Cl)cc2)c1=O	-1.4%	-3.0%	6.8%	4.4%	1.5	-8.1%	i	-18.5%	0.3%
28	COc1cccc(-c2nc(CS(=O)(=O)CC(=O)NCCc3ccc(C)cc3)c(C)o2)c1	/	-24.6%	-11.3%	-6.2%	-0.4	-2.6%	i	?	5.5%
29	Cc1ccccc1OCc1nc2ccccc2c(=O)n1/N=C/c1cccc([N+](=O)[O-])c1	-13.3%	8.1%	-5.9%	-0.1%	3.2	3.4%	i	-3.0%	-0.6%
30	COc1ccc(-c2ccc(C(=O)NCc3ccc(N4CCN(C)CC4)cc3)c3occc23)c(C)c1	?	?	11.2µM*	6.8%	-0.7	/	25.1µM*	/	0.2%[9.22 µM]
31	Cc1ccc(/C=C2\CCC(C3CCCC3)C2=O)cc1 (stereo not given)	44.4%[activator]	-14.8%	5.3%	8.4%	-0.8	1.2%	i	?	0.3%
32	NC(=O)C1(c2ccccc2)CCCN1C(=O)c1ccc(Br)cc1 (stereo not given)	11.8%	24.5%	-3.2%	-3.3%	0.0	0.6%	i	-5.2%	-0.2%
33	COc1ccc(S(=O)(=O)n2oc(=O)cc2-c2ccccc2)cc1OC	-3.4%	-5.3%	0.9%	6.2%	-2.6	-5.5%	i	-13.2%	-0.7%
34	O=C(NCc1ccco1)c1cc2n(n1)C(C(F)(F)F)CC(c1ccc(F)cc1)N2 (stereo not given)	-13.6%	-1.6%	-3.7%	6.8%	-0.5	2.6%	i	3.4%	-0.4%
35	N#Cc1nc(-c2ccc(COc3ccc(Cl)cc3)o2)oc1N1CCC(C(N)=O)CC1	20µM*	?	-18.5%	/	/	-19.8%	?	?	-0.7%
36	COc1ccc(NC(=S)N2CCC3CC2c2c(Cl)cccc23)c(OC)c1 (stereo not given)	-19.5%	1.2%	-29.7%	18.1%	-3.5	/	?	/	-0.3%
37	CCOC(=O)C1=C(O)C(=O)C(C(=O)OCC)C1 (stereo not given)	-7.9%	-19.1%	-7.4%	0.9%	-0.2	-0.1%	i	-4.5%	0.5%
38	COc1ccc(-n2c(Cc3cc(=O)[nH]c(=O)[nH]3)nnc2SCC(=O)NC2CCCC2)cc1	9.0%	-5.9%	1.8%	2.3%	1.0	11.4%	i	25.1%	-1.4%
39	O=C(NCc1cccc(Cl)c1)C1CCC(=O)N(CC2CCCCC2)C1 (stereo not given)	-12.4%	0.0%	-19.1%	16.7%	-3.7	-0.2%	i	-24.5%	0.3%
40	COc1ccc(C(=O)N2CCNC(=O)C2CC(=O)Nc2cccc(Cl)c2Cl)cc1 (stereo not given)	-5.5%	11.5%	3.0%	8.4%	1.6	-0.4%	i	-12.8%	-0.6%
41	O=C(COC(=O)C1CC1)Nc1ncc(Cl)cc1Cl	6.9%	19.5%	0.1%	-6.0%	0.9	1.6%	i	7.8%	0.7%
42	Cn1c(=O)[nH]c(=O)c2c1nc(Br)n2CCCCSc1nc2ccccc2o1	-21.6%	-29.5%	-9.6%	-13.5%	-1.9	-6.0%	i	?	6.7%
43	O=C(Nc1ccccc1C(=O)NCc1ccc(Cl)cc1)c1ccco1	1.2%	-2.3%	-18.4%	2.9%	0.1	1.7%	i	-16.9%	3.2%
44	COc1ccc(OC)c(NC(=O)C(=O)NNC(=O)COc2ccc(Br)cc2C)c1	/	?	-14.2%	5.0%	-1.0	4.4%	i	?	0.3%
45	COc1ccc(OC)c(C2CC(c3ccc(NS(C)(=O)=O)cc3)=NN2C(=O)c2ccccc2)c1 (stereo not given)	-12.1%	0.3%	-17.8%	10.3%	0.5	-19.3%	?	-23.0%	0.4%
